SRC2 inh: human SRC2 (NCOA2) inhibition; Q15596; HEK293 GAL4-SRC2 luciferase reporter, luminescence; inhibition, % at 9 µM; 0.17% of 370,000 active; AID 651957;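 active = inhibition above the mean inhibition of all tested compounds plus 3 SD, set per campaign, cut at about 52% in these data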;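 also: 0% = DMSO treated cells and 100% = cells given Gossypol at 36 µM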
NCOA3 inh: inhibits human SRC3 coactivator | HEK293 GAL4-SRC3 luciferase reporter, luminescence | 0.17% of 360,000 active | inhibition, % at 3.6 µM | AID 588352 | Q9Y6Q9;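 active = inhibition above a per-campaign cutoff, the mean of all compounds plus 3 SD, cut at about 60% in these data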;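 also: 0% = DMSO-treated cells and 100% = gossypol-treated cells at 36 µM; higher means less SRC3-driven luciferase light from the GAL4 reporter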
NR5A2 inv ag: inverse agonists of human LRH-1 (NR5A2); O00482; HEK293T StAR-luciferase reporter, LRH-1 transfected, 24 h; inhibition, % at 3.6 µM; 0.13% of 360,000 active; AID 602396;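 active = inhibition above the mean inhibition of all tested compounds plus 3 SD, cut at about 73% in these data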;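 also: 0% = DMSO wells and 100% = reporter-only cells lacking LRH-1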
Target sequence (O00482 whole entry, looked up): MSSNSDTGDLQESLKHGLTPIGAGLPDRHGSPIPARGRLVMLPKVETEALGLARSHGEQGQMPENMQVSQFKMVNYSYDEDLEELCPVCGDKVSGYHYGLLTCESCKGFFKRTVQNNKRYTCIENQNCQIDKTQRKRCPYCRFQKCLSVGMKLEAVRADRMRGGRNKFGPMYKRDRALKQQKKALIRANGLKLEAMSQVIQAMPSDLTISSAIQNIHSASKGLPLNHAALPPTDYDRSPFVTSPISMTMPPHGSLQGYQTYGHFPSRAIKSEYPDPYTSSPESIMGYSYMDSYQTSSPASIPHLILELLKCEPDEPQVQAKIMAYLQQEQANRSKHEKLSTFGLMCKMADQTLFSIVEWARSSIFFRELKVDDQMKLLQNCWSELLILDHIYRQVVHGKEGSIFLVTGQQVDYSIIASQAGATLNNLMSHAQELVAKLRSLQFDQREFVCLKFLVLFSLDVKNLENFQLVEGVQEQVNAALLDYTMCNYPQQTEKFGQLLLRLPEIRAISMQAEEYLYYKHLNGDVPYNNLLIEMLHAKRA
LMP1 NFkB inh: Epstein-Barr LMP1 NF-kappaB reporter inhibition | LMP1-induced NF-kappaB luciferase reporter cells, luminescence | inhibition, % at 12.5 µM | 0.69% of 350,000 active | AID 504558; in the data active = inhibition above about 41%; inconclusive = no clear call, values can overlap the other calls;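 also: 0% = neutral control wells and 100% = reference inhibitor control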
TROY NFkB inh: inhibitors of TROY-dependent NF-kB signaling. Q293 LMP1-TROYcd NF-kB luciferase reporter, 4 h. inhibition, % at 10 µM. 0.98% of 360,000 active. AID 1347056;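 active = compounds whose plate-normalised and pattern-corrected inhibition of the luciferase reporter signal at the single screening dose is 50% or more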
Vif imaging: HIV Vif inhibition. HEK293T cells, Vif self-association by quenched fluorescence, imaging, 24 h. inhibition, % at 7.49 µM. 0.35% of 340,000 active; in the data active = inhibition above about 50%, passing the limit was not always enough; inconclusive = no clear call, values can overlap the other calls; inactive = below about 31%; also: some results filed as inactive read as strong as hits
C8 TRAIL sens: sensitizes caspase-8 expressing cells to TRAIL. 1% of 360,000 active. NB7+C8 cells + TRAIL, ATPlite viability luminescence. inhibition (viability loss, TRAIL sensitization), % at 10 µM;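 active = compounds causing at least 50% loss of cell viability in the single-dose screen, relative to plate controls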
TLR9-MyD88 inh: inhibitors of human TLR9-MyD88 binding | Q9NR96+Q99836 | CHO BLA complementation TLR9-MyD88, CCF4 FRET ratio | inhibition, % at 4.98 µM | 0.21% of 340,000 active | AID 504734;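 active = inhibition above the mean over all tested compounds plus 3 SD, cut at about 21% in these data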;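 also: 0% = DMSO only wells and 100% = clavulanate BLA inhibitor control wells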
SRC1 inh: human NCOA1 inhibition | Q15788 | HEK293 GAL4-SRC1 luciferase reporter, luminescence | inhibition, % at 3.6 µM | 0.12% of 360,000 active;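 active = inhibition above the campaign mean plus 3 SD, with each screening campaign given its own cutoff, cut at about 60% in these data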;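 also: 0% = DMSO treated cells and 100% = gossypol at 36 µM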
NR2F2 inh: inhibitors of human COUP-TFII (NR2F2) | P24468 | HEK293T NGFI-A luciferase reporter, luminescence | inhibition, % at 8.6 µM | 0.7% of 370,000 active | AID 686940;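 active = inhibition above a per-plate cutoff, mean inhibition of test wells between control levels plus 3 SD, cut at about 38% in these data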;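 also: cells cotransfected with COUP-TFII expression vector driving the NGFI-A reporter; 0% = median of COUP-TF2 test wells and 100% = reporter-only cells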
NOD2 RIPK2 PPI: NOD2-RIPK2 protein interaction inhibition | 0.38% of 360,000 active | CHO BLA complementation NOD2-RIPK2, CCF4 ratio | inhibition, % at 4.98 µM; in the data active = inhibition above about 21%;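 also: 0% = vehicle only and 100% = reference blocker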
Target sequence (O43353 whole entry, looked up): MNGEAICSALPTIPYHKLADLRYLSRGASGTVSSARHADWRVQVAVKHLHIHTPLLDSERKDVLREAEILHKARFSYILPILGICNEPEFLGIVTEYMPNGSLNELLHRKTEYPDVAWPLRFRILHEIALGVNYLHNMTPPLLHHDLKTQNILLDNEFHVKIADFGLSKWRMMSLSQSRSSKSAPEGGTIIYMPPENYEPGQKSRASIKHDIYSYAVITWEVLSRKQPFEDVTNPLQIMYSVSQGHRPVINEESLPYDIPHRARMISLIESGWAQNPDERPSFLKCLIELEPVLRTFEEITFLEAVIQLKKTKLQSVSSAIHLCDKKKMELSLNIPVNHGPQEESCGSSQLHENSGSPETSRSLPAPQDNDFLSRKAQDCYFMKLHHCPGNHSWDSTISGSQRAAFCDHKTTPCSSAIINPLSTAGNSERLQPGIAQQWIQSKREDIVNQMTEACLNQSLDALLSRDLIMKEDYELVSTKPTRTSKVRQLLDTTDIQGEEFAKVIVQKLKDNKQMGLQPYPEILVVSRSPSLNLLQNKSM
* = called active by the depositor; ? = inconclusive; nt = no result given. This is a subset; count on the stated rates, not on these rows.

molecule	NR5A2 inv ag	Vif imaging	SRC2 inh	NCOA3 inh	SRC1 inh	LMP1 NFkB inh	TROY NFkB inh	NOD2 RIPK2 PPI	NR2F2 inh	C8 TRAIL sens	TLR9-MyD88 inh
CCCCCCCC(=O)OC(CN1CCCCC1)CN1CCCC1=O (stereo unspecified)	-9	4	-11	4	5	-15	-7	-4	7	-2	2
CCN(CC)CCN(C(=O)c1ccc2c(c1)OCCO2)c1nc2ccc(C)cc2s1	0	-3	-9	-11	-6	2	-6	-10	11	6	-10
COc1ccc(NC(=O)c2cccnc2)cc1	-8	3	-31	-31	-16	5	-2	-5	-21	3	4
CCOc1ncccc1C(=O)OCC(=O)c1ccc(C)c(C)c1	-3	-3	-3	5	-60	-5	-50	4	-17	11	-7
O=[N+]([O-])c1cccc(S(=O)(=O)Nc2ccc(S(=O)(=O)NCC3CCCO3)cc2)c1 (stereo unspecified)	13	3	1	17	-22	-6	8	6	-16	6	-12
O=C(Nc1ccccc1)Nc1cccc(Cl)c1Cl	-59	-11	-9	-33	-90	-5	-17	-7	-28	13	0
CCCCCCc1c(C)nc(-n2[nH]c(C)c(CCO)c2=O)[nH]c1=O	-17	-1	0	13	-2	-6	-8	-7	8	7	-2
Cc1cc(C(=O)COC(=O)c2ccc([N+](=O)[O-])o2)c(C)n1CC1CCCO1 (stereo unspecified)	1	7	5	16	-1	2	1	-7	12	0	-11

Sorted by heavy-atom count (ascending): eight of the compounds above
molecule	NR5A2 inv ag	Vif imaging	SRC2 inh	NCOA3 inh	SRC1 inh	LMP1 NFkB inh	TROY NFkB inh	NOD2 RIPK2 PPI	NR2F2 inh	C8 TRAIL sens	TLR9-MyD88 inh
COc1ccc(NC(=O)c2cccnc2)cc1	-8	3	-31	-31	-16	5	-2	-5	-21	3	4
O=C(Nc1ccccc1)Nc1cccc(Cl)c1Cl	-59	-11	-9	-33	-90	-5	-17	-7	-28	13	0
CCOc1ncccc1C(=O)OCC(=O)c1ccc(C)c(C)c1	-3	-3	-3	5	-60	-5	-50	4	-17	11	-7
CCCCCCc1c(C)nc(-n2[nH]c(C)c(CCO)c2=O)[nH]c1=O	-17	-1	0	13	-2	-6	-8	-7	8	7	-2
CCCCCCCC(=O)OC(CN1CCCCC1)CN1CCCC1=O (stereo unspecified)	-9	4	-11	4	5	-15	-7	-4	7	-2	2
Cc1cc(C(=O)COC(=O)c2ccc([N+](=O)[O-])o2)c(C)n1CC1CCCO1 (stereo unspecified)	1	7	5	16	-1	2	1	-7	12	0	-11
O=[N+]([O-])c1cccc(S(=O)(=O)Nc2ccc(S(=O)(=O)NCC3CCCO3)cc2)c1 (stereo unspecified)	13	3	1	17	-22	-6	8	6	-16	6	-12
CCN(CC)CCN(C(=O)c1ccc2c(c1)OCCO2)c1nc2ccc(C)cc2s1	0	-3	-9	-11	-6	2	-6	-10	11	6	-10

Further entries
molecule	NR5A2 inv ag	Vif imaging	SRC2 inh	NCOA3 inh	SRC1 inh	LMP1 NFkB inh	TROY NFkB inh	NOD2 RIPK2 PPI	NR2F2 inh	C8 TRAIL sens	TLR9-MyD88 inh
COc1ccc(C(=O)C2CCN(C(=O)Nc3ccccc3C)CC2)cc1	17	-3	-32	6	-2	3	-2	-2	-3	1	-12
CC(C)(C)CC(C)(C)NCC(O)COc1c(F)cc(Br)cc1F (stereo unspecified)	-6	-1	-13	6	2	4	-12	4	7	20	8
Cc1nc(C)c(CCNC(=O)c2cccc(Cl)c2)s1	-15	-8	10	1	-4	0	3	-4	-9	-6	10
OCC[C@@H]1C[C@@H](O)[C@H](O)[C@]2(OCCc3ccccc32)O1	8	7	-11	-31	-2	-3	-1	-8	-9	-2	6
Cc1sc2ncn(CC(=O)NCCCC(=O)N(C)Cc3ccccc3)c(=O)c2c1C	-1	0	-33	-16	0	4	-5	-11	-6	-3	2
COc1ccc(CCNC(=O)Nc2ccccc2[N+](=O)[O-])cc1	-44	-7	-38	-31	-32	-11	-44	2	-29	-2	nt
CC(=O)Nc1ccc(OCC(O)Cn2c(C(C)C)nc3ccccc32)cc1 (stereo unspecified)	-4	4	12	12	-11	4	-3	-5	11	-11	8
CSc1cccc(NC(=O)C2CCCN(S(=O)(=O)c3cccs3)C2)c1 (stereo unspecified)	-10	25	15	16	6	-3	11	-4	8	-2	-7

Additional compounds.
molecule	NR5A2 inv ag	Vif imaging	SRC2 inh	NCOA3 inh	SRC1 inh	LMP1 NFkB inh	TROY NFkB inh	NOD2 RIPK2 PPI	NR2F2 inh	C8 TRAIL sens	TLR9-MyD88 inh
CC(C)Oc1cccc(C(=O)Nc2nnc([C@H]3C[C@H](O)[C@@H](CO)O3)s2)c1	-5	2	24	-12	-5	nt	-28	5	-10	2	nt
CC1CCN(C(=O)CC(NC(=O)c2ccccc2Cl)c2ccccc2)CC1 (stereo unspecified)	-5	1	2	18	-16	5	23	-5	2	-7	0
O=C(C1CC1)N(CCN(Cc1ccccc1)C(=O)C1CC1)Cc1ccccc1	12	10	-11	-10	6	2	-13	-9	-1	5	-1
Cc1ccc(C(=O)/C=C/c2ccc3c(c2)OCO3)o1	-35	-7	2	12	-3	-2	-64	-11	-37	-10	3
O=C(CSc1n[nH]c(-c2ccco2)n1)Nc1ccc(F)cc1	14	21	15	1	-1	-9	-8	4	14	5	-3
CCOc1cccc(-c2nnc3sc(-c4cc(OC)c(OC)c(OC)c4)nn23)c1	-22	nt	12	-6	-6	21	2	-4	-3	-12	-3
Cc1nc2ccc(C(=O)NC(C)(C)C)cn2c1N(C)C(=O)CCc1ccccc1	4	-5	-18	6	-23	nt	-5	2	-17	-6	nt
CCC(=O)c1ccc(N2CCN(C(=O)c3cccs3)CC2)c(F)c1	-54	-9	-57	-26	-46	4	21	7	-25	-5	-11

Further compounds follow.
molecule	NR5A2 inv ag	Vif imaging	SRC2 inh	NCOA3 inh	SRC1 inh	LMP1 NFkB inh	TROY NFkB inh	NOD2 RIPK2 PPI	NR2F2 inh	C8 TRAIL sens	TLR9-MyD88 inh
COCCCOc1ccnc(CS(=O)c2nc3ccccc3[nH]2)c1C (stereo unspecified)	-18	-6	-34	-48	-69	-20	-7	-8	-20	13	3
O=C(O)c1ccc(NCc2cccnc2)c([N+](=O)[O-])c1	1	-5	-34	-6	3	-13	8	-8	-2	7	0
O=C1CCCCC1Nc1ccc2ccccc2c1 (stereo unspecified)	-42	8	-57	-103	-66	-1	2	-3	-4	6	3
COCCNC(=O)CSc1nnc(-c2ccccc2F)n1Cc1ccccc1	8	-1	14	15	0	4	-10	-5	-15	1	1
O=C(O)c1ccc(CNCc2cccc(Oc3ccccc3)c2)cc1	6	10	-5	-7	4	-3	-1	-4	-21	-22	-10
Cc1cc(=O)oc2c(C)c(OCC(=O)N3CCN(C(=O)C4COc5ccccc5O4)CC3)ccc12 (stereo unspecified)	33	-19	-1	18	10	6	13	-7	18	14	1
CCc1c(C)nc(SCC(=O)CC(=O)OC(C)C)c(C#N)c1C	-22	-1	-1	0	6	7	-12	12	15	-18	-9
COc1ccc2[nH]c(=O)c(CN(Cc3cccnc3)C(=S)NCC3CCCO3)cc2c1 (stereo unspecified)	-16	-5	0	9	3	-2	-18	1	15	1	-7

(list continues)
molecule	NR5A2 inv ag	Vif imaging	SRC2 inh	NCOA3 inh	SRC1 inh	LMP1 NFkB inh	TROY NFkB inh	NOD2 RIPK2 PPI	NR2F2 inh	C8 TRAIL sens	TLR9-MyD88 inh
CN(C)c1ccc(C=Cc2ccnc3c(O)cccc23)cc1	16	51*	6	-18	-58	?	-20	7	-16	12	0
N#Cc1ccc(OCC(=O)N2CCc3ccccc32)cc1	-58	9	-84	-12	-34	-22	-80	3	-38	7	2
Cc1ccc(N2C(=O)c3ccc(C(=O)Nc4cccnc4)cc3C2=O)c(C)c1	1	-7	-37	-1	3	-5	9	3	-9	-10	3
Cc1onc(-c2ccccc2Cl)c1C(=O)c1ccccc1	28	1	-16	21	17	5	-13	1	23	-5	-1
CSc1ccccc1OCc1cc(C(=O)N2CCN(Cc3nccn3C)CC2)no1	-2	7	2	-8	-9	-1	-7	-5	4	0	2
CCOC(=O)c1c(NC(=O)CSc2nnc(CNc3ccc(C)cc3C)o2)sc(C)c1C	4	21	4	11	-9	-10	-20	2	-5	-2	-7
O=C(CSc1nnc(-c2ccco2)o1)NC1CC2CCC1C2 (stereo unspecified)	11	27	0	5	-10	-7	18	9	-25	17	-10
C[C@@H](c1ccccc1)N1C[C@H](COCc2ccccc2)Oc2cc(N3CCC[C@@H]3CO)ccc2S1(=O)=O	-24	nt	0	nt	nt	nt	10	-1	-19	5	nt

The list goes on:
molecule	NR5A2 inv ag	Vif imaging	SRC2 inh	NCOA3 inh	SRC1 inh	LMP1 NFkB inh	TROY NFkB inh	NOD2 RIPK2 PPI	NR2F2 inh	C8 TRAIL sens	TLR9-MyD88 inh
CC(=O)O[C@@H]1C[C@H]2C(C)(C)C(=O)C=C[C@]2(C)[C@H]2CC[C@@]3(C)[C@H](c4ccoc4)OC(=O)[C@H]4O[C@]43[C@@]21C	31	-4	52*	26	24	-20	44	0	30	14	10
O=C(c1ccc(Cl)s1)N1CCc2ccccc21	-106	-6	-50	-50	-105	-33	-38	8	-44	23	-2
O=[N+]([O-])c1cccnc1S(=O)(=O)c1ccccc1	-1	0	-4	8	-9	-2	46	18	-18	12	0
CC(C)CC(=O)Nc1ccc(Cc2ccncc2)cc1	2	2	6	3	-10	2	22	-4	-19	8	-5
CCC(=O)N(Cc1cc2cccc(C)c2[nH]c1=O)c1ccccc1OC	-5	-3	-17	17	3	1	-19	-15	6	-20	5
O=C1OCc2ccc([N+](=O)[O-])cc21	-1	7	-16	-12	-10	6	10	-22	-3	-11	3
CC(C)n1nnnc1-c1cccc(Cl)c1	32	16	6	6	0	-1	2	6	3	7	-1
COc1cnc(-c2ccccn2)nc1Oc1ccccc1Cl	-2	3	-22	-10	-6	-5	-7	-5	7	-11	6

Further records follow.
molecule	NR5A2 inv ag	Vif imaging	SRC2 inh	NCOA3 inh	SRC1 inh	LMP1 NFkB inh	TROY NFkB inh	NOD2 RIPK2 PPI	NR2F2 inh	C8 TRAIL sens	TLR9-MyD88 inh
CC(C)c1cccc(C(C)C)c1NC(=O)OC1CCCCC1	26	-8	-9	-7	4	nt	58*	-15	-9	0	nt
O=C(NN1C(=O)/C(=C/c2cccs2)SC1=S)c1ccncc1	9	-10	8	18	-12	1	13	5	4	-17	-2
CC1CCCCC1NC(=O)/C=C/c1nc2ccccc2s1 (stereo unspecified)	-48	10	-16	-32	-37	-16	-60	-1	-27	6	-8
COc1ccc(CCNC(=O)CCN2C(=O)[C@@H]3Cc4ccccc4CN3C2=O)cc1OC	16	18	13	9	10	-5	-1	-2	-10	-11	-6
O=c1[nH]c2cc3c(cc2cc1C(c1nnnn1C1CCCCC1)N1CCSCC1)OCCO3 (stereo unspecified)	-16	nt	12	-6	5	0	19	5	-6	-14	-1
O=C(Nc1nccs1)C1CCN(S(=O)(=O)c2ccc(Cl)c(C(F)(F)F)c2)CC1	21	-12	-10	7	3	3	nt	4	-2	4	13
